RXFP1 antag: RXFP1 (human) relaxin receptor antagonism. activity change, negative = inhibition, % at 57.5 µM. 350,000 tested, 0.59% active. HEK293-RXFP1, relaxin-stimulated cAMP HTRF, 30 min; active compounds read low. Q9HBX9;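 active = activity change of -60% or lower, but not beyond a set lower limit; inconclusive = change between -60% and -40%, or beyond the set limit; inactive = change above -40%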; note: % is set by controls: 0 for no effect and ±100 for the full control effect
D1 potentiator: potentiators of human D1 dopamine receptor; P21728; AID 504651; 360,000 tested, 0.036% active; HEK293 TREx D1 cells, calcium flux, dopamine EC20 potentiation; potentiation, % at 10 µM; in the data active = potentiation above about 30%; note: 0% is about no effect
Target sequence (P21728 whole entry, looked up): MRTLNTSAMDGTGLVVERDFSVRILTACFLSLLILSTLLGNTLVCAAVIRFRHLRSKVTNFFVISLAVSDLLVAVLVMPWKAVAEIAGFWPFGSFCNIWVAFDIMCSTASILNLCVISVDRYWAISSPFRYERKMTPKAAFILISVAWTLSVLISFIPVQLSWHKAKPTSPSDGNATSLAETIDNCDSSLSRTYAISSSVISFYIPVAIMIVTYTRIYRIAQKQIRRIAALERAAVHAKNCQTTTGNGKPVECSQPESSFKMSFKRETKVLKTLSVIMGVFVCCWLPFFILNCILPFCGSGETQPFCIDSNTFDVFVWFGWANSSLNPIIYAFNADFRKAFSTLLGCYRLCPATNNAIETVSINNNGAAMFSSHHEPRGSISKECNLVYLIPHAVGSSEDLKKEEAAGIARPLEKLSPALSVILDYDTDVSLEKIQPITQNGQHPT
TRHR enhancer: allosterically enhances the human TRH receptor | TRHR cells, fluo-8 calcium fluorescence, EC20 TRH enhancement | enhancement, % at 2 µM | 360,000 tested, 0.66% active | AID 493056; in the data active = enhancement above about 30%; note: 0% is about no effect
Target sequence (P34981 whole entry, looked up): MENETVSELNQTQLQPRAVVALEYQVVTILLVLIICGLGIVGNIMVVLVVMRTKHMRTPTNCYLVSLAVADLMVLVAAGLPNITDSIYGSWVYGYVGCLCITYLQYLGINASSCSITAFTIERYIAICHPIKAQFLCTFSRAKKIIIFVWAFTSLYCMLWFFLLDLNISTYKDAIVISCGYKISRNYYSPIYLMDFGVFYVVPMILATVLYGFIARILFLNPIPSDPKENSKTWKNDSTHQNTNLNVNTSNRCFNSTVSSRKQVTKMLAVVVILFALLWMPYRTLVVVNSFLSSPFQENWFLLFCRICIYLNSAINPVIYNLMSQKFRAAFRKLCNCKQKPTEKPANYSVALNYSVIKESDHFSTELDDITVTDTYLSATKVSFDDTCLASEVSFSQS
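TRHR-expressing cells loaded with fluo-8 calcium dye were read kinetically (ex 480/em 530) during compound addition, then stimulated with an EC20 of TRH (10 nM final). Enhancement of the Gq-mediated intracellular calcium response was scored.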
D2 antag: antagonizes the human D2 dopamine receptor; HEK293 TREx D2 cells, calcium flux, dopamine EC80; inhibition, % at 10 µM; 340,000 tested, 2% active; in the data active = inhibition above about 30%; note: 0% is about no effect
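HEK293 T-REx D2 cells, tet-induced, calcium dye no-wash. Cpd pintool add, 180 s kinetic, then EC80 DA, 180 s kinetic. Ca flux read.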
D1 antag: human D1 dopamine receptor antagonism; AID 504652; HEK293 TREx D1 cells, calcium flux, dopamine EC80; active compounds read low; P21728; 360,000 tested, 3.2% active; activity change, negative = inhibition, % at 10 µM; in the data active = activity change below about -30%; note: % is set by controls: 0 for no effect and ±100 for the full control effect
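Inducible Hek293 Trex D1 cells (tetracycline, overnight, 30 C). Calcium dye 30–90 min RT. Antagonist mode: EC80 dopamine added after 180 s compound read.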
D2 ag: D2 dopamine receptor (human) agonism; 340,000 tested, 0.53% active; HEK293 T-REx D2 cells, calcium flux agonist mode; P14416; activation, % at 2 µM;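 active = activation over 3 SD above normal in the single-dose calcium agonist read, cut at about 30% in these data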; note: 0% is about no effect
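Tetracycline-induced HEK293 T-REx cells with force-coupled D2 receptor, plated overnight at 30 C, loaded with no-wash calcium dye. After a 10 s baseline, compound was pin-added and calcium flux read kinetically for 180 s; calcium rises flagged agonists.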
D2 PAM: positive allosteric modulators of human D2 dopamine receptor. HEK293 T-REx D2, calcium flux, EC20 dopamine potentiation. potentiation, % at 10 µM. 340,000 tested, 0.34% active. P14416. AID 485347;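 active = potentiation over 3 SD above the plate norm, cut at about 30% in these data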; note: 0% is about no effect
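Calcium flux readout, no-wash dye, 1 read/s. Inducible HEK293 Trex D2 line, overnight 30 C. Compound alone 180 s (agonist flags), then EC20 dopamine, another 180 s to score potentiation.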
D1 ag: human D1 receptor agonism | activation, % at 2 µM | HEK293 T-REx D1 cells, calcium flux, agonist mode | 360,000 tested, 1% active | P21728; note: 0% is about no effect
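Agonism was scored from calcium flux recorded over 180 s (1 read/s) after pintool compound addition, following a 10-cycle baseline. Cells were inducible force-coupled HEK293 TREx D1, plated overnight at 30 C and loaded with no-wash calcium dye.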
TRHR ag: agonists of human TRH receptor; activation, % at 2 µM; 360,000 tested, 0.18% active; AID 493084; TRHR cells, calcium flux fluo-8, FDSS agonist mode; note: 0% is about no effect
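Fluo-8-loaded TRHR cells; 10 s baseline, compound added, kinetic Ca2+ fluorescence read 1/s, agonist mode.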
The depositor's hits bear a star; ? = inconclusive; / = no result given. Cut-off read from the data, not from the text of the source, unless noted: active = activation above about 30%; inactive = the rest.

The opening 11 entries as a preview:
SMILES	RXFP1 antag	D1 potentiator	TRHR enhancer	D2 antag	D1 antag	D2 ag	D2 PAM	D1 ag	TRHR ag
CC1(C)CC2CC(C)(CN2S(=O)(=O)c2cccc(C(=O)OCC(N)=O)c2)C1 (configuration not stated)	-1.7	-2.5	-3.0	8.7	26.8	0.5	0.2	5.2	0.2
CN(CC(=O)Nc1ccc(Cl)c(C(F)(F)F)c1)C(=O)CCc1nc2ccccc2c(=O)[nH]1	-6.2	-2.0	-6.7	-5.7	-5.1	-0.1	-6.8	4.3	1.0
CCc1ccc(CNC(=O)C2CCCN(c3nn4cc(-c5ccc(F)cc5)nc4s3)C2)cc1 (configuration not stated)	-21.1	-1.4	2.7	/	6.7	0.4	-19.0	-0.3	0.7
Cc1cccn2c(=O)c3cc(C(=O)NCc4ccccc4Cl)sc3nc12	-3.0	0.7	-6.9	/	-1.0	0.5	13.4	-0.1	1.1
Cc1c(C(=O)Nc2ccc(F)cc2F)sc2nc3n(c(=O)c12)N=C(c1ccccc1)CS3	-5.0	-1.9	3.6	/	-2.4	0.4	-7.8	0.8	0.8
Cc1ccccc1OCC(=O)Nc1ccc(S(=O)(=O)Nc2onc(C)c2C)cc1	-10.8	-1.8	-3.1	-21.5	0.8	-3.2	/	1.1	1.0
O=[N+]([O-])c1ccc(COn2nnc3ccccc32)cc1	6.1	-2.0	-1.0	1.0	-11.9	1.9	8.5	-0.8	-1.9
CC(=O)N1c2ccccc2-c2nc3ccccc3n2C1C (configuration not stated)	-6.9	-0.2	3.4	2.8	-7.8	-0.3	5.3	2.4	-0.1
COc1cc(NC(=O)CCc2c(C)nc3c(-c4ccc(F)cc4)c(C)nn3c2C)cc(OC)c1OC	/	-7.6	4.5	/	-40.8*	-0.3	-3.5	-0.1	-0.4
Cc1cccc(NC(=O)COc2ccc(/C=N\n3cnnc3)cc2)c1	5.6	5.8	-4.4	19.4	-20.7	-8.3	10.3	3.7	0.2
Cc1cccc(CN2CCNC2=O)c1	-0.6	6.2	10.8	13.1	11.5	-4.2	12.9	3.1	-2.2

Results (from the top)
SMILES	RXFP1 antag	D1 potentiator	TRHR enhancer	D2 antag	D1 antag	D2 ag	D2 PAM	D1 ag	TRHR ag
CC1(C)CC2CC(C)(CN2S(=O)(=O)c2cccc(C(=O)OCC(N)=O)c2)C1 (configuration not stated)	-1.7	-2.5	-3.0	8.7	26.8	0.5	0.2	5.2	0.2
CN(CC(=O)Nc1ccc(Cl)c(C(F)(F)F)c1)C(=O)CCc1nc2ccccc2c(=O)[nH]1	-6.2	-2.0	-6.7	-5.7	-5.1	-0.1	-6.8	4.3	1.0
CCc1ccc(CNC(=O)C2CCCN(c3nn4cc(-c5ccc(F)cc5)nc4s3)C2)cc1 (configuration not stated)	-21.1	-1.4	2.7	/	6.7	0.4	-19.0	-0.3	0.7
Cc1cccn2c(=O)c3cc(C(=O)NCc4ccccc4Cl)sc3nc12	-3.0	0.7	-6.9	/	-1.0	0.5	13.4	-0.1	1.1
Cc1c(C(=O)Nc2ccc(F)cc2F)sc2nc3n(c(=O)c12)N=C(c1ccccc1)CS3	-5.0	-1.9	3.6	/	-2.4	0.4	-7.8	0.8	0.8
Cc1ccccc1OCC(=O)Nc1ccc(S(=O)(=O)Nc2onc(C)c2C)cc1	-10.8	-1.8	-3.1	-21.5	0.8	-3.2	/	1.1	1.0
O=[N+]([O-])c1ccc(COn2nnc3ccccc32)cc1	6.1	-2.0	-1.0	1.0	-11.9	1.9	8.5	-0.8	-1.9
CC(=O)N1c2ccccc2-c2nc3ccccc3n2C1C (configuration not stated)	-6.9	-0.2	3.4	2.8	-7.8	-0.3	5.3	2.4	-0.1
COc1cc(NC(=O)CCc2c(C)nc3c(-c4ccc(F)cc4)c(C)nn3c2C)cc(OC)c1OC	/	-7.6	4.5	/	-40.8*	-0.3	-3.5	-0.1	-0.4
Cc1cccc(NC(=O)COc2ccc(/C=N\n3cnnc3)cc2)c1	5.6	5.8	-4.4	19.4	-20.7	-8.3	10.3	3.7	0.2
Cc1cccc(CN2CCNC2=O)c1	-0.6	6.2	10.8	13.1	11.5	-4.2	12.9	3.1	-2.2
CCOC(=O)c1[nH]c(C)c(/C=N/O)c1C	0.6	-12.5	1.8	-19.4	-56.4*	-2.3	-1.1	1.1	-1.2
O=C(Nc1ccccc1)N(CCCN1CCOCC1)Cc1cc2cc3c(cc2[nH]c1=O)OCCO3	-12.5	-4.5	1.9	14.3	-18.0	0.5	23.6	-0.1	-0.2
COc1ccccc1NS(=O)(=O)c1cc(NC(=O)c2sccc2C)ccc1N1CCOCC1	-3.9	-2.5	-4.6	-11.9	-7.8	0.2	-8.8	2.6	0.6
CCOC(=O)C1CCN(C(=O)C(C)Oc2ccc(Br)cc2)CC1 (configuration not stated)	2.7	-0.6	-0.5	0.5	5.8	-0.2	-20.8	0.6	0.2
CSc1ccc(CN(C)C(=O)CCNS(=O)(=O)c2ccc(C)c(C)c2)cc1	-4.6	-2.1	-11.5	10.9	1.6	0.4	-29.5	-0.4	-1.5
CC1CC(C(F)(F)F)n2ncc(C(=O)O)c2N1 (configuration not stated)	-2.4	0.8	4.9	1.6	-6.1	0.3	-4.2	4.0	0.3
CCCCCCSc1nnc(N)s1	-1.7	-1.9	2.4	-5.2	2.8	-0.2	-1.3	0.1	-0.3
C=CCn1c(SCC(=O)Nc2cc(C)ccc2OC)nnc1-c1ccco1	5.0	1.0	-4.0	2.4	16.6	-0.3	-0.7	-0.1	-0.7
O=C(Nc1cccc(-c2nc3cccnc3s2)c1)c1ccco1	-7.5	-3.4	0.7	1.7	-7.0	0.3	-1.8	0.2	0.9
O=C(CNC(=O)c1ccccc1)OC(C(=O)Nc1cc([N+](=O)[O-])ccc1F)c1ccccc1 (configuration not stated)	/	5.6	-0.9	/	4.2	/	/	1.2	-0.5
Cc1onc(-c2ccccc2)c1C(=O)N/N=C/c1cc(Br)c(O)c(Br)c1	-0.7	-3.9	-4.9	8.2	-20.7	-1.0	8.2	2.0	0.1
O=C(C[n+]1ccc(C(=O)NCc2ccccc2)cc1)c1ccc(OC(F)F)cc1	-4.3	-1.7	3.0	0.4	-3.6	1.0	0.8	2.7	0.5
Cc1ccc(CNC(=O)C2(NC(=O)Nc3ccc(C)cc3)CCCCC2)cc1	-15.9	-3.6	-9.0	7.5	-27.3	0.6	20.4	4.3	-0.4
CN1CCN(C(=O)c2cnn(-c3ccccc3)c2NC(=O)c2ccccc2F)CC1	3.7	-1.9	-7.3	3.1	19.5	0.7	2.1	4.9	-2.0
SMILES	RXFP1 antag	D1 potentiator	TRHR enhancer	D2 antag	D1 antag	D2 ag	D2 PAM	D1 ag	TRHR ag
CN(C(=O)CSc1nnc(-c2cccnc2)n1-c1ccccc1F)C1CCS(=O)(=O)C1 (configuration not stated)	2.7	-2.7	2.5	-2.5	-4.6	-0.1	-12.1	2.3	0.3
CC(OC(=O)CNC(=O)c1ccc(F)cc1)C(=O)Nc1ccc(S(=O)(=O)N2CCOCC2)cc1 (configuration not stated)	-6.5	0.8	20.8	-16.6	-29.1	-1.0	12.2	1.1	0.0
CCc1noc(C)c1C(=O)Nc1cc(C(F)(F)F)ccc1-n1cncn1	-7.5	2.2	-1.1	/	-0.3	/	/	-0.4	0.3
C/C(=N\NC(=O)CNC(=O)c1cccs1)c1ccc(Cl)c(Cl)c1	-3.5	2.8	13.8	-0.8	4.5	0.3	-14.6	-0.8	-0.7
CCCCNC(=O)C1COc2ccccc2O1 (configuration not stated)	3.0	-4.2	-0.2	16.2	-15.2	1.3	5.9	3.6	-0.1
O=C(/C=C/c1ccc(Cl)cc1)N1CCN(c2c(Cl)cccc2[N+](=O)[O-])CC1	-1.5	-3.1	-9.2	0.2	-0.6	0.0	-1.9	2.3	-0.1
CC(C)CCNc1nc2c(-c3ccccc3)nnn2c2ccccc12	/	-0.5	-7.1	/	4.1	0.5	-0.2	3.0	0.3
Cc1cccc(N2CCN(C(=O)CC(NC(=O)c3ccccc3)c3ccccc3)CC2C)c1 (configuration not stated)	-4.4	-4.3	0.1	-2.3	-12.7	-0.7	-14.8	1.4	-0.6
O=C(Nc1ccc(Cl)cc1)c1ccc2c(c1)OCO2	5.9	-5.5	-3.1	19.9	-29.1	-0.7	-12.5	2.8	0.0
CC/C(=N\NC(=O)CNC(=O)/C=C/c1ccco1)c1ccccc1	?	-0.4	4.4	/	-10.6	-1.2	-10.3	1.4	-0.4
COc1ccc(C(=O)NCc2nnc(SCC(=O)NO)n2Cc2ccccc2)cc1	18.8	-2.5	1.2	-15.3	-2.3	0.1	-6.7	2.0	-0.3
COc1cc(O)c(CCC(=O)c2ccc(OC)c(OC)c2)c(OC)c1	1.5	-11.3	0.1	/	-8.1	/	/	5.6	0.1
COc1ccc(CNS(=O)(=O)NCc2ccc(C)cc2)cc1OC	-5.0	-3.6	19.2	-11.1	1.8	-0.4	4.0	13.7	-0.6
CCOc1ccc(NC(=O)NCc2ccccn2)cc1	3.4	-6.3	0.4	6.4	-26.9	0.7	10.5	7.3	-0.1
CC12CCC(=O)N1C(C(=O)NNC(=O)c1ccccc1)CS2 (configuration not stated)	-10.7	0.9	1.2	16.1	-7.4	0.1	4.2	1.4	-0.4
COc1c(C(=O)Nc2ccc3[nH]c(=O)[nH]c3c2)cc2ccccc2c1Br	-37.6	2.1	0.1	4.3	-2.1	1.6	1.5	0.9	0.0
O=C(COc1ccccc1)N/N=C/c1ccc2c(c1)OCO2	8.8	0.2	-5.6	-32.4	15.5	-0.1	-12.9	-4.2	-0.7
CCOC(=O)c1cc2sc(C)cc2n1CC(=O)N1CCOCC1	-6.6	3.3	7.0	-8.8	-7.7	-0.1	-0.5	1.7	-0.7
CC1CCCN(S(=O)(=O)c2coc(C(N)=O)c2)C1 (configuration not stated)	12.9	-5.2	15.2	5.0	-3.0	0.3	-4.0	3.1	0.7
Cn1cccc1-c1cc(C(=O)N/N=C/c2ccc(Cl)cc2)[nH]n1	-1.2	-3.3	-0.5	35.0*	-19.4	-1.0	-19.6	-0.5	-0.6
Cc1cccc2c(=O)cc(C)n(Cc3ccccc3)c12	-26.2	-2.3	-1.4	2.4	6.6	1.3	-3.4	1.5	-0.3
CC(C)[C@@H](C(=O)O)N(Cc1cccc(CN([C@H](C(=O)O)C(C)C)S(C)(=O)=O)c1)S(C)(=O)=O	/	2.1	-1.3	26.0	-4.5	1.1	-7.5	3.7	0.0
COc1ccc(-c2cn3c(n2)sc2cc(C(=O)Nc4cc(Cl)ccc4C)ccc23)cc1	0.0	2.0	-1.0	/	14.4	-0.2	-3.3	2.9	-0.2

Bioassay records deposited in PubChem BioAssay by National Center for Advancing Translational Sciences (NCATS).
